# Bioassay records deposited in PubChem by several laboratories.
# PvdQ inh – P. aeruginosa PvdQ acylase inhibition; purified PvdQ acylase, fluorescence plate reader; inhibition, % at 10 µM; 340,000 compounds, 0.063% hits; in the data active = inhibition above about 30%, passing the limit was not always enough; inconclusive = no clear call, values can overlap the other calls;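 note: 0% = vehicle neutral wells and 100% = reference inhibitor wells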
# Ecoli viability – counter-screen for AddAB inhibitors: E. coli growth inhibition | E. coli V3065 growth, OD600 absorbance, 18 h | inhibition, % at 11.9 µM | 330,000 compounds, 0.27% hits;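 active = inhibition above the campaign's mean inhibition across all tested compounds plus 3 SD, cut at about 9.9% in these data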;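 note: uninfected addAB+ strain grown without phage in ampicillin broth; 0% = DMSO wells and 100% = ciprofloxacin 0.95 µg/ml wells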
# DAGLB inh – blocks human DAGLB lipase activity; 340,000 compounds, 0.059% hits; HEK293T DAGLB membrane lysate, EnzChek fluorogenic substrate; inhibition, % at 5.17 µM; Q8NCG7; in the data active = inhibition above about 34%;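 note: 0% = enzyme with vehicle and 100% = wells lacking enzyme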
# Target sequence (Q8NCG7 whole entry, looked up): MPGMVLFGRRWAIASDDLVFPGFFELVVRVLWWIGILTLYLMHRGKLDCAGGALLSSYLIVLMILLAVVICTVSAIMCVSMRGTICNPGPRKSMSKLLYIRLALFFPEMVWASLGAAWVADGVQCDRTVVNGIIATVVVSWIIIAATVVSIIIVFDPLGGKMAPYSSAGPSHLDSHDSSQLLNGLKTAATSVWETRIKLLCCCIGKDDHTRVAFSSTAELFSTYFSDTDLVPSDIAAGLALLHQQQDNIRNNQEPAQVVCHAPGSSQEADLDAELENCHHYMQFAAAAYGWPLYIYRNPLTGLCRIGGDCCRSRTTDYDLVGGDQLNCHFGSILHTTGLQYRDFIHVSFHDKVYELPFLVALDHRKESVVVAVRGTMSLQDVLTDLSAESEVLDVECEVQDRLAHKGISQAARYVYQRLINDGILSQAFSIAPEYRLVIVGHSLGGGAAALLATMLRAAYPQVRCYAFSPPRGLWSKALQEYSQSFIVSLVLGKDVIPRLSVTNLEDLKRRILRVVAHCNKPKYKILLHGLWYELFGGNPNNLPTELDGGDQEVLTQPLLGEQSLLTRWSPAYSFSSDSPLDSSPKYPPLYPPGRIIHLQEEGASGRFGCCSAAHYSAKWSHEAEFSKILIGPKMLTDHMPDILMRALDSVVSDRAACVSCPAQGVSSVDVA
# PfHsp90 set2 – inhibits growth of yeast expressing Plasmodium falciparum Hsp90; S. cerevisiae expressing PfHsp90, BacTiter-Glo ATP, 48 h; yeast lacking PDR1 and PDR3 efflux regulators; inhibition, % at 9.4 µM; 310,000 compounds, 0.32% hits;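 active = every replicate shows inhibition above about 80%, whatever the replicate mean, limit read from the data; inconclusive = mean inhibition reaches the set limit but some replicate falls short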;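 note: 0% = DMSO neutral controls and 100% = 20 µM radicicol positive controls; yeast relying on Plasmodium falciparum Hsp90 in place of its own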
# AddAB inh – less growth of phage-infected E. coli with AddAB; inhibition, % at 11.9 µM; E. coli expressing H. pylori AddAB, absorbance growth; 330,000 compounds, 0.29% hits; in the data active = inhibition above about 12%;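 note: 0% = vehicle wells of infected cells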
# CAL PDZ FP – human CAL PDZ-peptide interaction inhibition | 330,000 compounds, 0.02% hits | inhibition, % at 20 µM | purified CAL PDZ, TMR-peptide fluorescence polarization, 1 h;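 active = highest replicate inhibition of at least 40%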;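 note: plate controls were DMSO neutral control wells for no effect and unlabeled competitor peptide control wells for full effect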
#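 Read-out basis: mP drop reported as inhibition | Assay system: Tagged CAL PDZ protein CerCALP, purified | Benchmarks: Unlabelled peptide for full inhibition, DMSO wells as neutral | Schedule: 1 h incubation at room temperature before polarization reading | Buffer or medium: Sodium phosphate/NaCl buffer pH 7.4 with TCEP, IgG, Thesit | Doses: Single point, 20 µM | Measured by: Fluorescence polarization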
# phage Ecoli inh – E. coli growth loss with phage present. growth absorbance. inhibition, % at 11.9 µM. 360,000 compounds, 0.26% hits; in the data active = inhibition above about 11%
# Tat export inh – blocks Tat-dependent protein export in E. coli; inhibition, % at 10 µM; 340,000 compounds, 0.036% hits; E. coli MC4100 TorA-mCherry Tat export, fluorescence;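 active = mean replicate inhibition at least 50% and at least half of replicates individually reaching 50%; inconclusive = only one of the two criteria met; inactive = neither criterion met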;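 note: exported cargo escapes ClpAP degradation while cytoplasmic cargo is degraded and loses fluorescence; 0% = median of neutral control wells and 100% = median of NaSCN control wells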
# Rtt109 Vps75 – inhibitors of Candida albicans Rtt109/Vps75 histone acetyltransferase | Q5AAJ8 | purified Rtt109/Vps75, ThioGlo CoA-SH fluorescence, 4 h | inhibition, % at 34.9 µM | 330,000 compounds, 0.16% hits | AID 540336;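 active = inhibition of at least 50% in every replicate; inconclusive = best replicate reaches 50% inhibition but some replicates fall short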
# Target sequence (Q5AAJ8 whole entry, looked up): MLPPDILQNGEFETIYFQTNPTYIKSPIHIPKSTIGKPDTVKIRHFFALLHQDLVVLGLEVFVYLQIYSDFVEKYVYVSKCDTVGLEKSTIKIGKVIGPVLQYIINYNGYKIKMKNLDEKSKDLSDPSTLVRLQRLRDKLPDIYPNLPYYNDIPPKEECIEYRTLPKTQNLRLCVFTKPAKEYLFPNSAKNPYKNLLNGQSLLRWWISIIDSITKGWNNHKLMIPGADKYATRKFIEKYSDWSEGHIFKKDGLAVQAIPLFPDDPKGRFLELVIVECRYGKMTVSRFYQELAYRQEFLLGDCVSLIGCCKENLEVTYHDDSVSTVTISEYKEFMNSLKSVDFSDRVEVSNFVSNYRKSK
# Wnt act – Wnt/beta-catenin pathway activation; Wnt/beta-catenin reporter cell assay, activator, plate reader; activation, % at 9.35 µM; 300,000 compounds, 1.2% hits; AID 743398; in the data active = activation above about 30%, passing the limit was not always enough; inconclusive = no clear call, values can overlap the other calls;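 note: 0% = neutral control wells and 100% = positive control wells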
# * hit, by the source's call; ? = inconclusive; / = not tested or not shown.
SMILES,PvdQ inh,Ecoli viability,DAGLB inh,PfHsp90 set2,AddAB inh,CAL PDZ FP,phage Ecoli inh,Tat export inh,Rtt109 Vps75,Wnt act
Cc1ccnc(NC(=O)C2CCCN(S(=O)(=O)c3cnc[nH]3)C2)c1 (stereo not given),-17,3.4,0,11,4.5,-0.5,2.0,-4,-8,-3
CCCCN1C(=O)CCC(C(=O)O)C1c1ccccc1 (stereo not given),-5,-0.2,1,-75,1.8,-0.4,1.4,-1,0,-5
CCCC(=O)Nc1ccc(Oc2ccc(NC(=O)CCC)cc2)cc1,-15,0.2,2,20,0.1,-0.7,1.8,-10,3,-5
Cc1ccc2sc(N(CCCN(C)C)C(=O)c3ccc(S(=O)(=O)N(C)Cc4ccccc4)cc3)nc2c1C,-6,-1.1,-2,15,-1.1,-2.0,7.7,20,2,-13
COc1cc(C2C(C(=O)Nc3ccc(F)cc3)=C(C)Nc3nc(CCCO)nn32)cc(OC)c1OC (stereo not given),-8,0.0,-2,/,1.8,0.1,2.0,0,2,1
COc1ccc(C(=O)Nc2nnc(-c3ccc(F)cc3)s2)c(OC)c1,4,/,0,-9,/,0.5,0.3,-7,-4,-2
Nc1ccc2c(c1)Oc1ccccc1C=C2,-10,-0.4,1,/,1.7,0.3,-0.5,-5,0,-1
C/C=C/c1ccc(OCC(=O)Nc2cc(Cl)ccc2-n2cncn2)c(OC)c1,-2,-0.9,0,30,5.7,-2.9,1.8,3,-2,-2
Cn1c2ccccc2c2cc(/C=C(\NC(=O)c3ccccc3)C(=O)NCC(=O)O)ccc21,6,-0.6,-2,0,-3.0,0.5,1.1,3,20,-2
O=C(NCCN1CCN(c2ccccc2)CC1)Nc1cccc(Cl)c1,-8,0.8,-4,9,1.1,-0.4,0.2,5,4,-1
O=C(NC1CCCCC1)c1ccccc1NC(=O)C1CC1,10,0.4,-1,/,0.8,-2.5,4.9,1,-4,/
CCCCNC(=S)NNC(=O)CCn1cc(C)cn1,-2,-1.2,-2,12,-0.6,-1.3,-2.1,-2,5,/

# Random excerpt: 3 records from the list.
SMILES,PvdQ inh,Ecoli viability,DAGLB inh,PfHsp90 set2,AddAB inh,CAL PDZ FP,phage Ecoli inh,Tat export inh,Rtt109 Vps75,Wnt act
CCCCNC(=S)NNC(=O)CCn1cc(C)cn1,-2,-1.2,-2,12,-0.6,-1.3,-2.1,-2,5,/
Nc1ccc2c(c1)Oc1ccccc1C=C2,-10,-0.4,1,/,1.7,0.3,-0.5,-5,0,-1
Cn1c2ccccc2c2cc(/C=C(\NC(=O)c3ccccc3)C(=O)NCC(=O)O)ccc21,6,-0.6,-2,0,-3.0,0.5,1.1,3,20,-2

# (continued)
SMILES,PvdQ inh,Ecoli viability,DAGLB inh,PfHsp90 set2,AddAB inh,CAL PDZ FP,phage Ecoli inh,Tat export inh,Rtt109 Vps75,Wnt act
CCOc1ccccc1-n1c(COc2ccc(C)cc2)nnc1SCC(N)=O,7,0.5,0,-1,1.6,0.3,1.0,-3,1,/
O=C(CN1CCN(Cc2ccccc2)CC1)Nc1cccc(S(=O)(=O)N2CCCCCC2)c1,-18,-2.3,-1,-10,1.9,-1.2,2.1,-2,3,0
CCCNC(=S)N1CCC(C(=O)c2ccc(Cl)cc2)CC1,-6,1.1,-1,-23,2.8,-0.8,2.1,10,2,-2
Cc1cccnc1NC(=O)c1cccc(S(=O)(=O)N2CCCc3ccccc32)c1,6,-1.3,2,6,3.0,0.4,1.6,?,7,-2
COc1ccc(/C=C/C(=O)Nc2cc(C)nn2-c2nc3ccccc3n2Cc2cccc([N+](=O)[O-])c2)cc1,-11,0.2,-1,-13,-0.2,-2.9,0.6,-8,-8,1
COC(=O)c1ccc(NC(=S)NC2CCCCC2C)cc1 (stereo not given),2,0.9,-1,-16,3.9,-3.6,3.0,-1,0,/
CCCN(CCC)CCCNC(=O)c1cc2c(=O)[nH]c3ccccc3c2s1,-16,-3.2,-3,15,-1.9,-2.7,1.4,0,/,-3
COc1ccc(NC(=O)CN2c3cccc4cccc(c34)S2(=O)=O)c(OC)c1,1,-0.1,1,13,0.8,-0.6,0.1,-3,4,/
Cc1ccsc1C(=O)NNC(=S)NCC(C)C,8,-1.2,2,-4,1.6,0.6,3.6,2,7,3
Cn1c(C(=O)N2CCN(Cc3ccc4c(c3)OCO4)CC2)cc2sccc21,1,3.4,-7,1,-1.1,-2.9,1.6,2,?,/
CCCCNC(=O)CN(c1cc(C(F)(F)F)ccc1Cl)S(C)(=O)=O,-2,1.7,1,-27,3.7,-1.5,1.0,-2,-2,/
CCOc1ccc(Nc2cc3n(c(=O)n2)CCc2cc(OC)c(OC)cc2-3)cc1,-9,-1.0,1,3,-0.6,0.4,0.9,2,-2,-1
O=C(Nc1ccc(Cl)cc1)N(Cc1cccnc1)Cc1ccco1,-5,0.6,6,/,3.1,-0.5,1.6,-10,3,17
Fc1cccc(-c2nnn3c2nc(Cl)c2ccccc23)c1,-3,/,5,31,/,-0.3,1.7,-3,6,40*
CCc1cc2cc(C)ccc2nc1SCC(=O)N1CCN(C(=O)c2ccco2)CC1,2,-1.9,-4,8,5.0,-1.4,1.0,8,8,1
CC(=O)C1=C(O)C(=O)N(c2ccc(Br)cn2)C1c1ccccc1F (stereo not given),-7,0.7,7,-18,0.0,-1.7,2.9,0,11,/
O=C1CC(Nc2ccc(N3CCOCC3)cc2)C(=O)N1c1ccccc1F (stereo not given),-5,-0.7,0,7,1.2,-0.5,0.4,-14,6,1
CC(=O)NNC(=O)CN1C(=O)/C(=C/c2ccccc2)SC1=S,-17,-0.8,0,3,4.7,-2.3,3.4,-6,-3,-1
O=C(COc1ccccc1)NCc1nnc2c3ccccc3c(-c3ccccc3)nn12,-18,0.8,0,9,1.5,-4.0,2.8,4,-11,-9
Cc1cccc(C)c1-c1ccc(CN2C(CC(C)C)C(=O)N(Cc3cn(CC4CCCCC4)nn3)CCS2(=O)=O)cc1 (stereo not given),-1,/,-8,-5,/,0.5,-0.1,-2,2,-3
COc1ccc2[nH]c(=O)c(CN(CC3CCCO3)C(=O)Nc3ccccc3)cc2c1 (stereo not given),-3,-1.3,1,-89,0.3,-1.3,2.3,-7,4,-9
O=S(=O)(O)c1nc2ccccc2n1Cc1ccc(Cl)cc1Cl,-9,-2.8,10,-20,2.4,-1.8,1.8,-2,5,/
Cc1ccc(S(=O)(=O)Nc2ccc(Cl)cc2)cc1NC(=O)Cn1cnc2c1c(=O)n(C)c(=O)n2C,16,4.3,-1,-9,2.7,-2.1,2.3,7,1,-1
CC(C)(O)C#Cc1ccc(C(=O)N2CCCC2C(=O)O)s1 (stereo not given),-14,1.4,1,-11,3.8,-1.9,-0.6,5,-2,/
CCOC(=O)c1sc2nc(CC(C)C)c3c(c2c1N)CCC3,-5,0.9,-3,5,-0.2,-0.2,4.2,0,-2,-9
COc1ccc(NC2CCCN(C(=O)CCc3cccc(Cl)c3)C2)cc1 (stereo not given),-9,-0.7,0,-1,3.9,-0.3,0.1,0,19,3
CC(c1ccco1)N(C(=O)c1ccccc1NS(=O)(=O)c1cc([N+](=O)[O-])ccc1Cl)c1ccccn1 (stereo not given),-2,1.1,6,-10,1.9,-1.2,6.1,11,3,-2
O=S(=O)(Nc1ccc2c(c1)CCC2)c1cccs1,1,3.0,1,/,0.5,-3.1,2.2,7,7,/
COc1ccc(Oc2cc(NN3CCCCC3)c([N+](=O)[O-])cc2[N+](=O)[O-])cc1OC,-8,-1.0,1,-31,2.5,-1.4,2.9,5,0,-5
COc1ccc(-c2csc3nc(C)nc(N4CCN(C(C)=O)CC4)c23)cc1OC,-9,1.5,1,-30,2.3,-0.5,1.1,-1,/,-1
O=C(CCNC(=O)c1ccc([N+](=O)[O-])cc1)Nc1ccc(S(=O)(=O)N2CCOCC2)cc1,-16,-1.6,-1,/,0.3,-0.2,1.6,-3,2,-1
COc1ccc(NC(=O)NC2(C(=O)N3CCOCC3)CCCCC2)cc1,-2,-3.7,-1,-1,-0.3,-0.4,1.5,-3,-4,1
Cn1c(SCc2ccccc2Cl)nnc1-c1cnccn1,1,0.8,-6,/,1.3,-1.4,3.3,3,5,/
C=CCSc1nc2sc3c(c2c(=O)n1CC)CCc1ccccc1-3,4,0.2,-8,13,-0.7,-2.3,0.9,-8,4,/
CC(C)Cc1ccc(CN2CCCC(NC(=O)c3cccc(-n4cnnc4)c3)C2)cc1 (stereo not given),-9,-0.5,-1,21,0.1,-1.1,-0.4,-4,7,2
CC1Sc2ccc(S(=O)(=O)N3CCC(C(=O)NCCc4ccccc4)CC3)cc2NC1=O (stereo not given),-10,0.2,2,-7,2.5,-3.6,0.2,0,6,-2
Cc1ccc(NC(=O)C2CC=CCC2C(=O)N2CCCCC2)cc1 (stereo not given),-6,-2.6,1,/,0.0,-2.5,1.7,-4,/,-7
O=[N+]([O-])c1cccnc1Oc1ccc(C2SCCS2)cc1,-7,0.4,-4,-32,0.9,-0.7,2.2,-8,22,51*
COc1cc(C(=O)NCC(=O)N/N=C/c2cccnc2)cc(OC)c1OC,-11,-0.1,-1,-13,-3.1,-1.4,2.3,1,-5,1
CN(C)S(=O)(=O)n1cc(/C=C(\NC(=O)c2ccccc2F)C(=O)N2CCCC2)c2ccccc21,-12,1.0,-1,-12,2.5,-2.5,0.3,4,4,-1
CCOCCCNC(=O)Cn1cc2c(n1)CCCC2,5,3.8,1,-2,14*,-0.4,0.6,2,-9,-3
COCC(=O)Oc1c(S(=O)(=O)c2ccc(C)cc2)c(C)nn1-c1ccccc1,34*,-1.1,3,11,3.7,/,2.0,-1,2,-1
Cc1ccc(-c2cn(-c3ccc(OC(F)F)cc3)c3[n+]2CCCCC3)cc1,8,1.0,-3,5,4.3,-0.1,-0.9,-6,-5,0
C=Cn1c(N2CCOCC2)nc2c1c(=O)[nH]c(=O)n2C,-7,-0.8,0,-56,0.3,0.3,3.1,-7,7,-3
CC(/C=N/Nc1nnc2c(n1)[nH]c1ccccc12)=C\c1ccco1,-6,-0.2,2,-37,0.3,-2.8,/,3,0,/
COc1ccc(S(=O)(=O)Nc2cc(Sc3ncn[nH]3)c(O)cc2C)cc1,/,0.9,/,/,1.6,/,3.8,/,/,-1
CCOC(=O)C1CCCCN1Cc1cccc(F)c1 (stereo not given),-8,-2.5,-2,-6,1.0,-0.4,1.4,-6,-22,-2
O=C(Nc1ccnn1C1CCN(C(=O)c2cccc(Cl)c2)CC1)C1CC1,-11,0.9,5,19,0.5,-6.5,0.8,1,1,-1
CCOC(=O)C1=NOC(Cn2cc(C(C)=O)c(=O)[nH]c2=O)C1 (stereo not given),-9,-1.2,-6,4,3.6,-1.4,1.6,5,/,-2
Cc1ccc(C)c(NC(=O)CNS(=O)(=O)c2ccccc2)c1,0,2.3,0,-11,3.3,-1.9,2.1,1,16,/
O=C(NCCN1CCN(c2ccccc2)CC1)c1ccc2c(c1)[nH]c(=S)n1c3ccccc3nc21,-16,1.3,-1,-5,0.0,-1.0,1.6,-3,-2,-1
CCCCC1CN2CCc3c([nH]c4ccccc34)C2(C)C1 (stereo not given),-17,0.1,0,9,-2.6,-2.6,2.4,1,4,-6
